Bioassay records (PubChem)
Wnt bcat act = activates Wnt/beta-catenin signaling in a reporter cell assay. AID 743398. activation, % at 9.35 µM. activator, plate reader. actives 1.2% (n = 300,000); in the data active = activation above about 30%, passing the limit was not always enough; inconclusive = no clear call, values can overlap the other calls;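 note: 0% = neutral control wells and 100% = positive control wells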
HTR5A inv ctr = inverse agonist of human HTR5A in OPRM1-OPRD1 counter-screen; inhibition, % at 9.3 µM; actives 0.083% (n = 340,000); HTR5A cell line, luminescence, inverse agonism; in the data active = inhibition mostly above about 23%, no sharp cut-off; inactive = mostly below about 18%;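 note: 0% = cells with DMSO and 100% = no-cell wells with DMSO; some compounds called inactive have numbers as strong as hits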
HTR5A ag = counter-screen for OPRM1-OPRD1 agonists: human HTR5A agonism | P47898 | HTR5A agonist assay, luminescence, cell-based | activation, % at 9.3 µM | actives 0.61% (n = 340,000) | AID 504692; in the data active = activation mostly above about 9.5%, no sharp cut-off; inactive = mostly below about 7.6%;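 note: 0% = cells with vehicle only and 100% = reference agonist; strong numbers were not always called active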
PvdQ inh = blocks Pseudomonas aeruginosa PvdQ acylase activity; inhibition, % at 10 µM; AID 488965; purified PvdQ acylase, fluorescence plate reader; actives 0.063% (n = 340,000); in the data active = inhibition above about 30%, passing the limit was not always enough; inconclusive = no clear call, values can overlap the other calls;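 note: 0% = vehicle neutral wells and 100% = reference inhibitor wells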
V-ATPase pH = yeast V-ATPase proton transport regulation by pHLuorin; S. cerevisiae, pHLuorin cytosolic pH fluorescence; response, % at 10 µM; actives 0.37% (n = 350,000); AID 504577; in the data active = response mostly above about 7.3%, no sharp cut-off; inactive = mostly below about 5.4%; note: actives read high; inactives centre near 0; some compounds called inactive have numbers as strong as hits; reference of the scale not given here
MITF act = MITF TRPM1 promoter activation in melanoma cells; activation, % at 12.5 µM; SK-MEL-5 TRPM1-promoter luciferase, 24 h; % of positive control, neutral wells = 0; actives 0.75% (n = 300,000); AID 588334;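 active = mean activation of at least 80% with every replicate also reaching 80%; inconclusive = mean reaches 80% but some replicate falls short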;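 note: 0% = neutral control wells and 100% = parthenolide positive control wells; values of inactives mirror those of a sister screen read the other way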
SR-BI HDL uptake = mouse SR-BI HDL lipid transfer inhibition. inhibition, % at 12.5 µM. AID 488896. actives 0.96% (n = 320,000). ldlA[mSR-BI] CHO cells, DiI-HDL uptake fluorescence, 3 h;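 active = mean replicate inhibition of at least 70% and a set share of replicates each scoring 70 or more; inconclusive = meets just one of the two criteria; inactive = fails both criteria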;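 note: 0% = median of neutral control wells and 100% = median of positive control wells; values of inactives mirror those of a sister screen read the other way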
NSD2 HMT inh = NSD2 (human) methyltransferase inhibition; NSD2 peptide methylation, AlphaScreen, 120 min; inhibition, % at 12.5 µM; actives 0.54% (n = 310,000); AID 743445; in the data active = inhibition above about 50%
CDK5 p35 inh = CDK5/p35 (human) kinase inhibition. Q00535+Q15078. Recombinant CDK5/p35, ADP-Glo luminescence, 60 min. inhibition, % at 10 µM. actives 0.01% (n = 330,000). AID 488839;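 active = highest replicate inhibition of at least 50% and at least 75% of replicates reaching 50%; inconclusive = only one of the two criteria met; inactive = both criteria failed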;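 note: plate controls were DMSO neutral control for no effect and GW8510 at 10 µM for full effect; many of its hits are not listed in these tables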
dFosB activator = activators of mouse delta FosB homodimer | activation, % at 25 µM | P13346 | actives 0.99% (n = 340,000) | purified delta FosB, TAMRA-CDK5 oligo fluorescence polarization; percent of positive-control signal above neutral wells | AID 493131;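 active = mean activation above about 17%, with every replicate also reaching it, limit read from the data, passing the limit was not always enough; inconclusive = only one of the two conditions met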;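 note: fluorescence polarization rise as delta FosB binds a TAMRA Cdk5 AP-1 oligo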
Numbers without * were called inactive. No enrichment for hits; about 5% have a hit in one of these screens.

Screening Cc1nn(C)c(C)c1NC(=O)c1ccc(Br)o1 returned Wnt bcat act -1.4, HTR5A inv ctr -2.7, HTR5A ag 1.0, PvdQ inh -2.2, V-ATPase pH 2.0, MITF act -17.7, SR-BI HDL uptake -4.8, NSD2 HMT inh -1.1, CDK5 p35 inh 1.2 and dFosB activator 0.3.
O=C(COC(=O)c1ccc(S(=O)(=O)C(F)F)cc1)NC(=O)NC1CCCCC1 was read as Wnt bcat act 2.5, HTR5A inv ctr 8.0, HTR5A ag -3.3, PvdQ inh 16.8, V-ATPase pH -8.1, MITF act -2.2, SR-BI HDL uptake -9.7, NSD2 HMT inh -0.2, CDK5 p35 inh 1.2 and dFosB activator -6.5.
For CC(=O)N1c2ccc(S(=O)(=O)N(C)CC(=O)Nc3cccc(C)c3)cc2CC1C (centres undefined) the results were Wnt bcat act -4.8, HTR5A inv ctr -10.2, HTR5A ag 1.4, PvdQ inh -6.3, V-ATPase pH 1.9, MITF act -6.2, SR-BI HDL uptake 5.0, NSD2 HMT inh -3.0, CDK5 p35 inh 0.3 and dFosB activator -14.3.
For COC(=O)c1ccc(C(=O)N2CCCC(Nc3ccc(C(C)C)cc3)C2)nc1 (centres undefined) the results were Wnt bcat act 0.4, HTR5A inv ctr -6.3, HTR5A ag -0.2, PvdQ inh -23.4, V-ATPase pH 3.0, MITF act 1.0, SR-BI HDL uptake 0.3, NSD2 HMT inh 4.3, CDK5 p35 inh -4.0 and dFosB activator -10.5.
C=C(C)C(=O)OC1(C(F)(F)F)Oc2cc(C)ccc2NC1=O (centres undefined) was read as Wnt bcat act -23.1, HTR5A inv ctr -4.4, HTR5A ag 0.8, PvdQ inh -12.4, V-ATPase pH 4.8, SR-BI HDL uptake -22.2, NSD2 HMT inh 5.4, CDK5 p35 inh 1.5 and dFosB activator -17.2.
For CC(C)CNC(=O)CN(C)S(=O)(=O)c1ccc(F)cc1 the results were Wnt bcat act -1.1, HTR5A inv ctr 1.1, HTR5A ag -1.5, PvdQ inh 2.9, V-ATPase pH -3.8, MITF act 0.8, SR-BI HDL uptake 8.0, NSD2 HMT inh -2.0, CDK5 p35 inh 0.2 and dFosB activator 6.6.
Cc1nnc(N(C)C(=O)c2ccccn2)s1 was read as HTR5A inv ctr -11.3, HTR5A ag -4.7, PvdQ inh -11.9, V-ATPase pH -0.3, MITF act 4.1, SR-BI HDL uptake -40.5, NSD2 HMT inh -4.6, CDK5 p35 inh 1.2 and dFosB activator -5.6.
For Oc1c(Cl)cc(Cl)cc1C1Nc2ccccc2-n2cccc21 (centres undefined) the results were Wnt bcat act -3.0, HTR5A inv ctr 11.6, HTR5A ag -0.2, PvdQ inh -4.9, V-ATPase pH -2.1, MITF act -10.1, SR-BI HDL uptake -9.2, NSD2 HMT inh -1.2, CDK5 p35 inh 0.1 and dFosB activator -6.3.
Screening Cc1cc(NC(=S)N(CCN2CCCCC2)Cc2ccco2)ccc1Cl returned Wnt bcat act -0.5, HTR5A inv ctr 1.4, HTR5A ag -0.5, PvdQ inh -11.8, V-ATPase pH 3.2, MITF act 6.8, SR-BI HDL uptake 7.2, NSD2 HMT inh -5.2, CDK5 p35 inh -6.5 and dFosB activator -9.4.
Screening Cn1c(=O)c2c(nc(N3CCCCCC3)n2Cc2cccc3ccccc23)n(C)c1=O returned Wnt bcat act -11.2, HTR5A inv ctr -3.9, HTR5A ag 3.5, PvdQ inh -13.0, V-ATPase pH 5.0, MITF act 3.0, SR-BI HDL uptake -16.4, NSD2 HMT inh 1.4, CDK5 p35 inh -0.4 and dFosB activator -20.6.
For CCOC(=O)c1c(C)noc1CP(=O)(c1ccccc1)c1ccccc1 the results were Wnt bcat act -1.4, HTR5A inv ctr 14.6, HTR5A ag -4.2, PvdQ inh 4.8, V-ATPase pH -3.2, MITF act -8.6, SR-BI HDL uptake -0.4, NSD2 HMT inh 0.8, CDK5 p35 inh -6.5 and dFosB activator -7.5.
For CCOC(=O)C(=O)CC(=O)c1ccc2c(c1)OCCO2 the results were Wnt bcat act 1.2, HTR5A inv ctr 1.3, HTR5A ag -0.5, PvdQ inh 7.1, V-ATPase pH -0.4, MITF act -1.9, SR-BI HDL uptake 2.6, NSD2 HMT inh -0.8, CDK5 p35 inh -1.0 and dFosB activator 0.8.
For COc1cc(OC)nc(Oc2ccccc2C(=O)Oc2ccc(C)cc2)n1 the results were Wnt bcat act 3.9, HTR5A inv ctr 4.5, HTR5A ag -1.7, PvdQ inh -10.8, V-ATPase pH 1.0, MITF act -9.2, SR-BI HDL uptake 5.7, NSD2 HMT inh -9.1, CDK5 p35 inh -1.2 and dFosB activator 2.6.
`Cc1ccc2cc(CCNC(=O)c3ccc4c(c3)OCO4)c(=O)[nH]c2c1` gave Wnt bcat act -1.0, HTR5A inv ctr -26.3, HTR5A ag 9.0, PvdQ inh -12.1, V-ATPase pH 0.7, SR-BI HDL uptake -6.2, CDK5 p35 inh -2.1 and dFosB activator -3.1.
Screening COc1cc2sc(C)nc2c2sccc12 returned HTR5A inv ctr 5.4, HTR5A ag 5.3, PvdQ inh -11.6, V-ATPase pH 7.0, MITF act -0.6, SR-BI HDL uptake 8.2, NSD2 HMT inh 3.0, CDK5 p35 inh 0.7 and dFosB activator -0.1.
Screening Cc1nn(-c2ccccc2)c2sc(C(=O)OCn3nnc4ccccc4c3=O)cc12 returned Wnt bcat act -0.4, HTR5A inv ctr -10.4, HTR5A ag -0.3, PvdQ inh -4.0, V-ATPase pH 1.5, MITF act -5.6, SR-BI HDL uptake 11.7, NSD2 HMT inh -2.5, CDK5 p35 inh 0.6 and dFosB activator -18.3.
COc1cccc(C(=O)N2CCN(Cc3ccccc3C(F)(F)F)CC2)c1 was read as HTR5A inv ctr -22.2, HTR5A ag 7.0, PvdQ inh 7.1, V-ATPase pH -0.3, MITF act 6.5, SR-BI HDL uptake -15.4, NSD2 HMT inh -2.6, CDK5 p35 inh 0.5 and dFosB activator -3.7.
`COC(=O)c1ccc(COC(=O)CNC(=O)c2ccc(OC)cc2)cc1` gave Wnt bcat act 19.5, HTR5A inv ctr 8.1, HTR5A ag -2.9, PvdQ inh -12.5, V-ATPase pH 1.1, MITF act 60.1, SR-BI HDL uptake -0.5, NSD2 HMT inh -2.7, CDK5 p35 inh -1.1 and dFosB activator -4.1.
Screening O=S(=O)(c1ccc(F)cc1)n1cnc2ccccc21 returned Wnt bcat act -0.3, HTR5A inv ctr -13.3, HTR5A ag 9.8, PvdQ inh -0.4, V-ATPase pH 6.4, MITF act -3.8, SR-BI HDL uptake -7.1, NSD2 HMT inh -5.2, CDK5 p35 inh 0.6 and dFosB activator -4.0.
Screening Cc1cccc(NC(=O)CSc2nc3ccc(N4C(=O)c5ccccc5C4=O)cc3s2)c1C returned HTR5A inv ctr -22.6, HTR5A ag -4.8, PvdQ inh -17.6, V-ATPase pH 4.8, MITF act 1.1, SR-BI HDL uptake 11.1, NSD2 HMT inh 2.2, CDK5 p35 inh 3.5 and dFosB activator 2.5.
CSC1=NC(=O)/C(=C/c2ccc(SC)cc2)S1 was read as Wnt bcat act 19.8, HTR5A inv ctr 14.4, HTR5A ag -4.4, PvdQ inh inconclusive, V-ATPase pH -1.6, MITF act 6.1, SR-BI HDL uptake -7.2, NSD2 HMT inh -1.7, CDK5 p35 inh 0.2 and dFosB activator -7.4.
For Cc1c(C(=O)N/N=C/c2ccncc2)no[n+]1[O-] the results were Wnt bcat act 0.0, HTR5A inv ctr -37.4, HTR5A ag 5.5, PvdQ inh -0.6, V-ATPase pH -0.1, MITF act 3.5, SR-BI HDL uptake -6.1, NSD2 HMT inh 0.5, CDK5 p35 inh -0.2 and dFosB activator -4.2.
For C=CCn1c(SCC(=O)NC2CCCC2)nc2scc(-c3ccco3)c2c1=O the results were Wnt bcat act -1.0, HTR5A inv ctr -2.9, HTR5A ag -1.3, PvdQ inh -10.7, V-ATPase pH 7.0, MITF act 4.2, SR-BI HDL uptake 14.7, NSD2 HMT inh 1.8, CDK5 p35 inh -1.6 and dFosB activator -9.9.
Nc1ncc(Br)cc1S(=O)(=O)N1CCCCCC1 was read as Wnt bcat act -0.9, HTR5A inv ctr 2.6, HTR5A ag -0.6, PvdQ inh -13.0, V-ATPase pH -2.1, MITF act 1.0, SR-BI HDL uptake -1.1, NSD2 HMT inh 1.4, CDK5 p35 inh 0.4 and dFosB activator -1.6.
`Cc1ccc(S(=O)(=O)N2CCCCCC2)cc1C(=O)NCc1ccccn1` gave Wnt bcat act -0.8, HTR5A inv ctr 7.7, HTR5A ag 0.8, PvdQ inh -12.5, V-ATPase pH -3.5, MITF act 7.6, SR-BI HDL uptake -6.3, NSD2 HMT inh 6.7, CDK5 p35 inh -2.5 and dFosB activator -4.9.
Screening O=C(C1=C(Nc2ccccc2)c2ccccc2S(=O)(=O)N1)c1ccccc1 returned Wnt bcat act -1.7, HTR5A inv ctr 7.2, HTR5A ag -3.5, PvdQ inh -6.5, V-ATPase pH -0.8, MITF act -1.2, SR-BI HDL uptake 15.5, NSD2 HMT inh 9.6, CDK5 p35 inh -0.2 and dFosB activator 0.5.
For CCOC(=O)c1c(/N=C/N(C)C)sc(C(=O)OC)c1C the results were Wnt bcat act -4.9, HTR5A inv ctr 4.7, HTR5A ag 3.0, PvdQ inh 1.9, V-ATPase pH 0.1, MITF act -8.2, SR-BI HDL uptake 9.8, NSD2 HMT inh -1.1, CDK5 p35 inh 1.4 and dFosB activator -4.4.
Cc1ccc(NC(=S)N(CCN2CCOCC2)Cc2cc3cc4c(cc3[nH]c2=O)OCCO4)cc1 was read as Wnt bcat act 0.9, HTR5A inv ctr -2.2, HTR5A ag 0.8, PvdQ inh -9.9, V-ATPase pH 0.0, MITF act -6.9, SR-BI HDL uptake 3.9, NSD2 HMT inh 12.8, CDK5 p35 inh -0.5 and dFosB activator 8.3.
`O=C(CCC(=O)c1ccc(F)cc1)Nc1cccc(Br)c1` gave Wnt bcat act -2.1, HTR5A inv ctr -6.6, HTR5A ag 1.7, PvdQ inh 2.9, V-ATPase pH 2.2, MITF act 0.8, SR-BI HDL uptake 7.4, NSD2 HMT inh -0.9, CDK5 p35 inh 1.4 and dFosB activator -1.5.
Screening COc1cc2sc3ccc(C#Cc4ccccn4)cc3c(=O)c2cc1OC returned Wnt bcat act 13.7, HTR5A inv ctr -1.3, HTR5A ag -0.4, PvdQ inh -15.6, V-ATPase pH 1.4, MITF act 25.1, SR-BI HDL uptake 13.1, CDK5 p35 inh 1.3 and dFosB activator -15.5.
Screening Cc1ccc(OCC(=O)Nc2ccc(CN3CCCCC3)cc2)c(C)c1 returned Wnt bcat act -4.9, HTR5A inv ctr -10.1, HTR5A ag -15.4, PvdQ inh 17.5, V-ATPase pH -1.2, MITF act -2.5, SR-BI HDL uptake 5.9, NSD2 HMT inh 4.7, CDK5 p35 inh 0.7 and dFosB activator 1.9.
